High-throughput results deposited in PubChem BioAssay by several laboratories.
Mot1-301 SUMO: yeast Mot1-301 growth rescue at high temperature, primary screen, SUMOylation pathway inhibitor project, S. cerevisiae, ATP luminescence, 38.5C; S. cerevisiae Mot1-301 growth rescue; percent above DMSO median, 100 means doubled; growth rescue, % at 18.8 µM; 320,000 compounds, 1% hits;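 active = every valid replicate shows activation above 250% relative to neutral control wells; inactive = the rest, any valid replicate at or below 250%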;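 note: OY570 slx delta 5 strain wells were the positive control but not used for scaling; some compounds called inactive have numbers as strong as hits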
PvdQ acylase: P. aeruginosa PvdQ acylase inhibitors, primary screen, biochemical, fluorescence, plate reader and imaging, single point; purified PvdQ acylase; inhibition, % at 10 µM; 340,000 compounds, 0.063% hits; AID 488965, 2010; in the data active = inhibition above about 30%, passing the limit was not always enough;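 note: 0% = vehicle neutral wells and 100% = reference inhibitor wells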
Cardiac RTF inh: cardiac RTF calcium sensitivity inhibitors, primary screen, biochemical, IANBD-TnC fluorescence, EC70 calcium | IANBD-labeled cardiac RTF, Ca2+ fluorescence | 340,000 compounds, 0.12% hits | inhibition, % at 7.15 µM | Troponin I, cardiac muscle (Homo sapiens) + Troponin T, cardiac muscle (Homo sapiens) + …;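 active = inhibition above the mean inhibition of all tested compounds plus 3 SD, cut at about 17% in these data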;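 note: assay run at fixed EC70 calcium of 1.6 mM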
PfHsp90 yeast 2: growth inhibition of PfHsp90-expressing yeast, primary screen, antimalarial PfHsp90 inhibitor project, S. cerevisiae, BacTiter-Glo luminescence, single point, set 2 | BacTiter-Glo ATP, 48 h; yeast lacking PDR1 and PDR3 efflux regulators | inhibition, % at 9.4 µM | 310,000 compounds, 0.32% hits | AID 504621, 2011;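 active = every replicate shows inhibition above about 80%, whatever the replicate mean, limit read from the data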;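 note: 0% = DMSO neutral controls and 100% = 20 µM radicicol positive controls; yeast relying on Plasmodium falciparum Hsp90 in place of its own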
Keap1-Nrf2 PPI: Keap1-Nrf2 protein-protein interaction inhibitors, primary screen, biochemical, fluorescence polarization, single point; inhibition, % at 9.4 µM; Kelch-like ECH-associated protein 1 (Homo sapiens), Q14145; 340,000 compounds, 0.15% hits; Keap1 Kelch-Nrf2 peptide fluorescence polarization, 1536-well; AID 504523, 2011; in the data active = inhibition above about 12%;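 note: human Keap1 Kelch domain with fluorescein labeled Nrf2 9mer peptide probe; 0% = neutral control wells and 100% = peptide positive control; higher means more block of Keap1 binding to Nrf2 peptide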
Rtt109 HAT inh: inhibitors of C. albicans Rtt109/Vps75 HAT, primary screen, biochemical, ThioGlo CoA-SH fluorescence, plate reader. Histone acetyltransferase RTT109 (Candida albicans (strain SC5314 / ATCC MYA-2876)), …. purified Rtt109/Vps75, 4 h. inhibition, % at 34.9 µM. 330,000 compounds, 0.16% hits;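 active = inhibition of at least 50% in every replicate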
NSD2 HMT inh: NSD2 histone methyltransferase inhibitors, primary screen, biochemical, AlphaScreen, single concentration, set 2; NSD2 peptide methylation, 120 min; inhibition, % at 12.5 µM; 310,000 compounds, 0.54% hits; AID 743445, 2014; in the data active = inhibition above about 50%
Target sequence (O96028 whole entry, looked up): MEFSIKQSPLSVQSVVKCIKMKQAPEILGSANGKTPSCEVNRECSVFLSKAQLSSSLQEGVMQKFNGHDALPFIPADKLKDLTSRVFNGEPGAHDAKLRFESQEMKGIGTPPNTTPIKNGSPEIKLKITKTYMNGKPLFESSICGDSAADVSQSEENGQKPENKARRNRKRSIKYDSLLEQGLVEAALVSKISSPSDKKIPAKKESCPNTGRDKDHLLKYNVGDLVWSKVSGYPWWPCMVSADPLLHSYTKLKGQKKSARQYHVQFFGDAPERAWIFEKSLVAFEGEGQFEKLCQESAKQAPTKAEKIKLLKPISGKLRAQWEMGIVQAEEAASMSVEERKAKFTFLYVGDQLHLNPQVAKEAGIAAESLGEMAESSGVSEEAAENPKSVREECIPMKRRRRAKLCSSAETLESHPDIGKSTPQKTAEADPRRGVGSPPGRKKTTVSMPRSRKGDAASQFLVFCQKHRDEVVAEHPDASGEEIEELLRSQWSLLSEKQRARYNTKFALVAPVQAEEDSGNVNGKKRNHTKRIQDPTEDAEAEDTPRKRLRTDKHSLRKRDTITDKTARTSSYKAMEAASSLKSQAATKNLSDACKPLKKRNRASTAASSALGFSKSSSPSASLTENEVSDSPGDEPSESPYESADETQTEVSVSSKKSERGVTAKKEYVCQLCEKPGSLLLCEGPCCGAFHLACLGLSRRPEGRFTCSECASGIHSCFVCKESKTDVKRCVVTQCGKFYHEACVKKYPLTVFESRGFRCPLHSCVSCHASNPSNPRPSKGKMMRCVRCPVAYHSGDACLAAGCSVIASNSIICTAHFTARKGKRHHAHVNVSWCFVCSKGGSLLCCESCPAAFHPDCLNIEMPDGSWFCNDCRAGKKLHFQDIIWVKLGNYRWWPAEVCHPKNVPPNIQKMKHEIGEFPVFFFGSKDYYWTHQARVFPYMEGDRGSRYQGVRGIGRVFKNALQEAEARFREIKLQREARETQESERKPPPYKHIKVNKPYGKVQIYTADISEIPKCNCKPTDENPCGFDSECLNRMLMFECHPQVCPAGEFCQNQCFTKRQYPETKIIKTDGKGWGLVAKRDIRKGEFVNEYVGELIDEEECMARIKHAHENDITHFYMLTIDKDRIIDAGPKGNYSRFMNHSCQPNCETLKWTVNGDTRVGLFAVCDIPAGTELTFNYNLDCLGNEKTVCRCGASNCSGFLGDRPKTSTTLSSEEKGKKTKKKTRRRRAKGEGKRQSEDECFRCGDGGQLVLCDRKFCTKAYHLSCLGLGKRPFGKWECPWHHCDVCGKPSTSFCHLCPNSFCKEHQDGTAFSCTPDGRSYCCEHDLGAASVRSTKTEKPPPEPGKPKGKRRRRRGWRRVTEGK
CDK5 p35 inh: inhibitors of human CDK5/p35 kinase, primary screen, biochemical, single concentration | Cyclin-dependent kinase 5 (Homo sapiens) + Cyclin-dependent kinase 5 activator 1 (Homo … | Recombinant CDK5/p35, ADP-Glo luminescence, 60 min | inhibition, % at 10 µM | 330,000 compounds, 0.01% hits | AID 488839, 2010;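 active = highest replicate inhibition of at least 50% and at least 75% of replicates reaching 50%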;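 note: plate controls were DMSO neutral control for no effect and GW8510 at 10 µM for full effect; many of its hits are not listed in these tables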
C-LANA FP: inhibitors of KSHV C-LANA binding to DNA, primary screen, biochemical, fluorescence polarization, FAM-LBS DNA, MBP-C-LANA, single point. Kaposi's sarcoma herpesvirus LANA C-terminal domain (residues 932-1162) DNA binding. inhibition, % at 9 µM. 340,000 compounds, 0.078% hits;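 active = highest replicate inhibition at or above 60% at 9 µM, even if other replicates fall short; inactive = all replicates below 60% inhibition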;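 note: 0% = neutral control wells and 100% = 4 µM acridine orange control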
dFosB activator: activators of delta FosB homodimer, primary screen, biochemical, fluorescence polarization, TAMRA-CDK5 oligo, single point; purified delta FosB; percent of positive-control signal above neutral wells; 340,000 compounds, 0.99% hits; activation, % at 25 µM;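 active = mean activation above about 17%, with every replicate also reaching it, limit read from the data, passing the limit was not always enough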;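 note: fluorescence polarization rise as delta FosB binds a TAMRA Cdk5 AP-1 oligo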
RTF Ca sens act: cardiac RTF calcium sensitivity activators, primary screen, biochemical, IANBD-TnC fluorescence, EC20 calcium. Troponin I, cardiac muscle (Homo sapiens) + Troponin T, cardiac muscle (Homo sapiens) + …. IANBD-labeled TnC RTF fluorescence at EC20 calcium; 0% EC20 calcium, 100% full calcium. 340,000 compounds, 0.24% hits. activation, % at 7.2 µM;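 active = activation above the mean over all tested compounds plus 3 SD, cut at about 30% in these data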;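 note: rise in fluorescence read as greater calcium sensitivity of cardiac thin filaments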
The depositor's hits bear a star.

Screening CC1(C)C2CCC(C2)C1(C)NC(=O)CN1CCCC1 (centres undefined) returned Mot1-301 SUMO -2, PvdQ acylase -13, Cardiac RTF inh -11, PfHsp90 yeast 2 -10, Keap1-Nrf2 PPI 1, Rtt109 HAT inh -4, NSD2 HMT inh 2, CDK5 p35 inh 2.3, C-LANA FP 2.3, dFosB activator -2 and RTF Ca sens act -6.
`Cc1ccc(CN(C)C(=O)c2cc(S(=O)(=O)N3CCOCC3)ccc2F)o1` gave Mot1-301 SUMO 6, PvdQ acylase 12, Cardiac RTF inh 1, PfHsp90 yeast 2 0, Keap1-Nrf2 PPI -3, Rtt109 HAT inh 17, NSD2 HMT inh -1, CDK5 p35 inh 4.1, C-LANA FP -0.4, dFosB activator -3 and RTF Ca sens act 1.
For COc1cccc(C(c2c(NC(=O)c3ccccc3)sc(C)c2C)N2CCN(C)CC2)c1 (centres undefined) the results were Mot1-301 SUMO 9, PvdQ acylase 5, Cardiac RTF inh -4, PfHsp90 yeast 2 1, Keap1-Nrf2 PPI 3, Rtt109 HAT inh -10, NSD2 HMT inh 2, CDK5 p35 inh 0.8, C-LANA FP -1.5, dFosB activator -2 and RTF Ca sens act -3.
For C=CCC[C@H](Cc1ccc(F)cc1)C(=O)OC[C@H](Cc1c[nH]c2ccccc12)NC(=O)[C@H](CC=C)CC(=O)NCCO the results were Mot1-301 SUMO -9, PvdQ acylase 3, Cardiac RTF inh 11, PfHsp90 yeast 2 -3, Keap1-Nrf2 PPI 3, Rtt109 HAT inh 9, CDK5 p35 inh -1.8, C-LANA FP -0.2, dFosB activator 2 and RTF Ca sens act -4.
For CC(=O)Oc1ccc(Cn2cnc3cc4ccccc4cc32)cc1 the results were PvdQ acylase 3, Cardiac RTF inh -7, PfHsp90 yeast 2 -10, Keap1-Nrf2 PPI -6, Rtt109 HAT inh 30, NSD2 HMT inh 2, CDK5 p35 inh -0.1, C-LANA FP -1.1, dFosB activator -10 and RTF Ca sens act 3.
Screening Cc1nnc(N(C)C(=O)c2ccc3c(c2)OCO3)s1 returned Mot1-301 SUMO -13, PvdQ acylase 14, Cardiac RTF inh 11, PfHsp90 yeast 2 -13, Keap1-Nrf2 PPI 2, Rtt109 HAT inh 5, NSD2 HMT inh -2, CDK5 p35 inh 1.9, C-LANA FP 0.5, dFosB activator -3 and RTF Ca sens act -2.
Screening COc1ccc(NS(=O)(=O)c2ccc3c(c2)CCN3C(=O)CCC(=O)O)cc1OC returned Mot1-301 SUMO 14, PvdQ acylase 4, Cardiac RTF inh -5, PfHsp90 yeast 2 -12, Keap1-Nrf2 PPI 2, Rtt109 HAT inh 9, NSD2 HMT inh 1, CDK5 p35 inh 0.6, C-LANA FP -1.0, dFosB activator 0 and RTF Ca sens act -4.
`O=C(CSc1nc2ccccc2n1CC(=O)N1CCCC1)NCc1ccc2c(c1)OCO2` gave Mot1-301 SUMO 6, PvdQ acylase 0, Cardiac RTF inh -7, PfHsp90 yeast 2 -7, Keap1-Nrf2 PPI 4, Rtt109 HAT inh -3, CDK5 p35 inh -0.2, C-LANA FP 2.2, dFosB activator -4 and RTF Ca sens act -3.
Screening O=C(Nc1ccncc1)c1ccc2ncsc2c1 returned Mot1-301 SUMO 13, PvdQ acylase -17, Cardiac RTF inh 5, PfHsp90 yeast 2 -11, Keap1-Nrf2 PPI -2, Rtt109 HAT inh -4, NSD2 HMT inh -1, CDK5 p35 inh 2.0, C-LANA FP 1.1, dFosB activator -7 and RTF Ca sens act 6.
O=S(NC1CCCCC1)C12CC3CC(CC(C3)C1)C2 (centres undefined) was read as Mot1-301 SUMO 14, PvdQ acylase -9, Cardiac RTF inh -4, Keap1-Nrf2 PPI 0, Rtt109 HAT inh 3, CDK5 p35 inh -2.1, C-LANA FP -2.2, dFosB activator -4 and RTF Ca sens act -4.
Screening CN(CC(=O)Nc1ccc(N2CCOCC2)cc1)CC(=O)Nc1ccc(N2CCOCC2)cc1 returned Mot1-301 SUMO -22, PvdQ acylase 2, Cardiac RTF inh -1, PfHsp90 yeast 2 -14, Keap1-Nrf2 PPI 0, Rtt109 HAT inh 15, NSD2 HMT inh 2, CDK5 p35 inh 0.6, C-LANA FP -0.5, dFosB activator -5 and RTF Ca sens act -2.
O=C1c2cccnc2C(=O)N1Cc1ccc(S(=O)(=O)N2CCN(c3ccc(Cl)cc3)CC2)cc1 was read as Mot1-301 SUMO -14, PvdQ acylase -17, Cardiac RTF inh 1, PfHsp90 yeast 2 -10, Keap1-Nrf2 PPI -1, Rtt109 HAT inh 2, NSD2 HMT inh -3, C-LANA FP -1.0, dFosB activator 15 and RTF Ca sens act 4.
`O=C1CCSc2ccc(Cl)cc2N1Cc1cccc(Cl)c1` gave Mot1-301 SUMO -16, PvdQ acylase 0, Cardiac RTF inh 1, Keap1-Nrf2 PPI 4, Rtt109 HAT inh 13, NSD2 HMT inh -1, CDK5 p35 inh -2.5, C-LANA FP -2.0, dFosB activator 5 and RTF Ca sens act -1.
Cc1cccc(C(=O)NCN2CCN(c3ccccc3C#N)CC2)c1 was read as PvdQ acylase -8, Cardiac RTF inh -3, PfHsp90 yeast 2 8, Keap1-Nrf2 PPI -7, Rtt109 HAT inh 0, CDK5 p35 inh 0.3, C-LANA FP -0.2, dFosB activator -1 and RTF Ca sens act 4.
O=C(NCCc1ccc(Cl)cc1)C1CCC(=O)N1Cc1ccc(F)cc1 (centres undefined) was read as Mot1-301 SUMO -7, PvdQ acylase -7, Cardiac RTF inh -3, PfHsp90 yeast 2 7, Keap1-Nrf2 PPI -2, Rtt109 HAT inh 6, CDK5 p35 inh -1.2, C-LANA FP 0.0, dFosB activator -8 and RTF Ca sens act 0.
`CC[C@]12c3[nH]c4cc(CCC(=O)N(C)C)ccc4c3CCN1C(=O)[C@@H](CC(=O)NCCCOC)C[C@@H]2C(=O)N1CCN(C(=O)c2ccco2)CC1` gave PvdQ acylase -2, Cardiac RTF inh 1, PfHsp90 yeast 2 20, Keap1-Nrf2 PPI -1, Rtt109 HAT inh 5, CDK5 p35 inh 0.5, C-LANA FP -0.2, dFosB activator -1 and RTF Ca sens act -3.
Screening C=CC[C@@H](CC(=O)N(CCO)Cc1ccccc1)C(=O)N[C@H](COC(=O)[C@@H](CC=C)CC(=O)OC(C)(C)C)Cc1c[nH]c2ccccc12 returned Mot1-301 SUMO 4, PvdQ acylase -12, Cardiac RTF inh 7, PfHsp90 yeast 2 2, Keap1-Nrf2 PPI -10, Rtt109 HAT inh 9, CDK5 p35 inh -0.6, C-LANA FP -3.3, dFosB activator -18 and RTF Ca sens act 1.
Nc1nonc1-n1nnc(C(=O)N/N=C/c2ccccc2)c1CSc1ccc(Cl)cc1 was read as Mot1-301 SUMO -14, PvdQ acylase -7, Cardiac RTF inh -16, PfHsp90 yeast 2 -14, Keap1-Nrf2 PPI -2, Rtt109 HAT inh 5, NSD2 HMT inh -2, CDK5 p35 inh 0.5, C-LANA FP 0.8, dFosB activator 10 and RTF Ca sens act 0.
`Cc1ccc(-n2c(-c3c(-c4ccccc4)noc3C)n[nH]c2=S)cc1` gave Mot1-301 SUMO 116, PvdQ acylase 14, Cardiac RTF inh 0, Keap1-Nrf2 PPI -2, Rtt109 HAT inh 13, NSD2 HMT inh 2, CDK5 p35 inh 2.4, C-LANA FP -0.6, dFosB activator -7 and RTF Ca sens act 0.
`c1ccc(-c2ccc(-c3ccccn3)s2)nc1` gave Mot1-301 SUMO -4, PvdQ acylase -1, Cardiac RTF inh -6, PfHsp90 yeast 2 0, Keap1-Nrf2 PPI -3, Rtt109 HAT inh 0, NSD2 HMT inh -8, CDK5 p35 inh 3.1, C-LANA FP -0.3, dFosB activator -22 and RTF Ca sens act -1.
For O=C(COC(=O)c1cc(=O)[nH]c(=O)[nH]1)NCc1ccccc1 the results were Mot1-301 SUMO -7, PvdQ acylase -12, Cardiac RTF inh -1, PfHsp90 yeast 2 5, Keap1-Nrf2 PPI 1, Rtt109 HAT inh 1, NSD2 HMT inh -1, CDK5 p35 inh 0.0, C-LANA FP -0.3, dFosB activator 1 and RTF Ca sens act 6.
Screening O=C(Nc1ccccc1F)c1ccc(CN2CCN(c3ccccc3)CC2)cc1 returned Mot1-301 SUMO -2, PvdQ acylase -13, Cardiac RTF inh -4, PfHsp90 yeast 2 -3, Keap1-Nrf2 PPI -1, Rtt109 HAT inh 2, NSD2 HMT inh 3, CDK5 p35 inh 0.2, C-LANA FP -1.5, dFosB activator -2 and RTF Ca sens act -2.
For CCOC(=O)c1sc(C)c2c(=O)n(Cc3ccc(Cl)cc3)cnc12 the results were Mot1-301 SUMO 5, PvdQ acylase -7, Cardiac RTF inh -18, PfHsp90 yeast 2 -12, Keap1-Nrf2 PPI -3, Rtt109 HAT inh -6, NSD2 HMT inh -3, CDK5 p35 inh 0.5, C-LANA FP -0.1, dFosB activator -1 and RTF Ca sens act 10.
For C#CCOc1nc(C)cc(C)c1S(=O)(=O)c1ccccc1C the results were Mot1-301 SUMO 45, PvdQ acylase 2, Cardiac RTF inh 0, PfHsp90 yeast 2 -4, Keap1-Nrf2 PPI 2, Rtt109 HAT inh 3, CDK5 p35 inh -0.8, C-LANA FP -0.9, dFosB activator -16 and RTF Ca sens act -1.

Reprinted at random: two compounds from above, in no set order.
Screening O=C(Nc1ccccc1F)c1ccc(CN2CCN(c3ccccc3)CC2)cc1 returned Mot1-301 SUMO -2, PvdQ acylase -13, Cardiac RTF inh -4, PfHsp90 yeast 2 -3, Keap1-Nrf2 PPI -1, Rtt109 HAT inh 2, NSD2 HMT inh 3, CDK5 p35 inh 0.2, C-LANA FP -1.5, dFosB activator -2 and RTF Ca sens act -2.
For C#CCOc1nc(C)cc(C)c1S(=O)(=O)c1ccccc1C the results were Mot1-301 SUMO 45, PvdQ acylase 2, Cardiac RTF inh 0, PfHsp90 yeast 2 -4, Keap1-Nrf2 PPI 2, Rtt109 HAT inh 3, CDK5 p35 inh -0.8, C-LANA FP -0.9, dFosB activator -16 and RTF Ca sens act -1.
